Assay outcomes: PubChem BioAssay, National Center for Advancing Translational Sciences (NCATS)
Tau fluor cs: counter-screen for tau fibril formation inhibitors; tau K18 P301L Alexa594 fluorescence, heparin fibrillization; AID 1463; Potency, µM (titrated, usually from 57.7 µM), for inactives: at the highest dose activity change, negative = decrease; 280,000 compounds, 0.93% hits; also: % is scaled to controls: 0 for no effect and ±100 for the full control effect; nearly all actives have a fitted effect of over 55% in size
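Human K18 P301L tau (15 uM unlabeled plus 0.24 uM Alexa 594-labeled, final) in 100 mM sodium acetate pH 7 was mixed with compound and 20 uM heparin and incubated 6 hr at 37 C.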
Tau fibril ThT: inhibitors of human tau fibril formation, thioflavin T binding; P10636; recombinant tau K18 P301L (four-repeat tau fragment), heparin-induced fibrillization, ThT fluorescence; Potency, µM (series often up to 57.4 µM), for inactives: at the top dose activity, negative = inhibition, usual class: inhibitors; 270,000 compounds, 2.1% hits; AID 1460; also: % is scaled to controls: 0 for no effect and ±100 for the full control effect; nearly all actives have a fitted effect of over 55% in size
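Recombinant human tau K18 fragment […] carrying P301L, 15 uM unlabeled plus 0.24 uM Alexa 594-labeled, was fibrillized with 20 uM heparin in 100 mM sodium acetate pH 7 for 6 hr at 37 C; 30 uM ThT fluorescence read after 1 hr.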
TR SRC2 fluor cs: alters Texas Red total fluorescence, flagging assay interference; Potency, µM (series often up to 106 µM), without a hit: at the top dose fluorescence change, negative = quenching; 280,000 compounds, 0.29% hits; TRb/SRC2 Texas Red total fluorescence interference; active = well fitted curve in either direction with a large enough effect; inconclusive = small, poorly fitted or top-dose-only effect; also: % is scaled to controls: 0 for no effect and ±100 for the full control effect
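Human TRb ligand-binding domain at 0.6 uM with 20 nM Texas Red SRC2 peptide in Tris buffer containing 1 uM T3 and 5% DMSO, incubated with compound 5 h at ambient temperature. Total fluorescence (555/632 nm) calculated as parallel + 2 × perpendicular.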
TRb-SRC2 inh: inhibitors of human thyroid hormone receptor beta-SRC2 interaction; TRbeta-SRC2 peptide binding, fluorescence polarization; receptor liganded with 1 µM T3; P10828; 280,000 compounds, 0.065% hits; Potency, µM (doses to about 106 µM), for the others: at the top dose activity change, negative = inhibition, usual class: inhibitors;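 also: plate controls were bound peptide for no effect and peptide without receptor for full effect; nearly all actives have a fitted effect of over 50% in size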
Target sequence (P10828 whole entry, looked up): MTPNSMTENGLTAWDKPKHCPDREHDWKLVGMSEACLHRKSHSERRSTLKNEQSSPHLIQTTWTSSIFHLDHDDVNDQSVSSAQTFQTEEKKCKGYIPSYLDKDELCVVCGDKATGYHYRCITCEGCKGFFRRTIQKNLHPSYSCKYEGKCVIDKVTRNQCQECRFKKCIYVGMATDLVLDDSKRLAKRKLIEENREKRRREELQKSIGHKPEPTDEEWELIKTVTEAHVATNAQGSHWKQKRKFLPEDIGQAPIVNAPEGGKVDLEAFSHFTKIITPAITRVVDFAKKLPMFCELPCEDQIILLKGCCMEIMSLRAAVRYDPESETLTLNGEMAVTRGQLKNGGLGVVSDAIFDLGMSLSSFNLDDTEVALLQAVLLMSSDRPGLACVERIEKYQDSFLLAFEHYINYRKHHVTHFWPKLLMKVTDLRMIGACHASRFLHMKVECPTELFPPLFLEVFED
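Each compound concentration gave % activity, normalized to unbound and bound Texas Red SRC2 controls, from polarization read after 5 hr ambient incubation with T3-loaded human TRb LBD.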
Tau fibril FP: blocks human tau fibril formation measured by polarization. 280,000 compounds, 0.39% hits. P10636. Potency, µM (doses to about 57.7 µM), for the others: top-dose activity, negative = inhibition, most hits filed as inhibitors. K18 P301L tau heparin fibrillization, Alexa594 FP, 6 h; also: % is scaled to controls: 0 for no effect and ±100 for the full control effect; nearly all actives have a fitted effect of over 55% in size
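Recombinant K18 P301L […], labeled with Alexa 594 at 0.24 uM over 15 uM unlabeled; heparin inducer 20 uM final; 37 C, 6 hr; FP endpoint.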
HTT cytoprotect: protects HTT-Q103 PC12 cells, measured by ATP; PC12 HTT-Q103 induced, cytoprotection, ATP luminescence, 40 h; Potency, µM (highest dose often 56.4 µM), without a hit: cytoprotection (ATP increase), usual class: activators; 230,000 compounds, 0.14% hits; AID 1471;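 also: % of control where 0% means no effect; nearly all actives have a fitted effect of over 45% in size; toxic huntingtin expression switched on by the ecdysone agonist tebufenozide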
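Compounds were screened for protection of PC12 cells against cell death after tebufenozide induction (100 nM final) of mutant Huntingtin exon 1 (Q103) fused to GFP.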
L3MBTL1 inh: L3MBTL1 (human) inhibition | AlphaScreen L3MBTL1–H3K9me1 peptide binding | Potency, µM (top dose mostly 57.1 µM), inactives show at the highest dose activity, negative = inhibition, hits mostly inhibitors | 230,000 compounds, 0.66% hits | AID 485360; also: % is scaled to controls: 0 for no effect and ±100 for the full control effect; nearly all actives have a fitted effect of over 60% in size
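L3MBTL1 (50 nM) pre-complexed 30 min with biotinylated H3(1-15)K9me1 peptide (75 nM), then compounds added for 30 min at room temperature; AlphaScreen streptavidin donor/nickel chelate acceptor beads (10 ug/mL final) read after 30 min dark incubation.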
RECQ1 inh: RECQ1 (human) helicase inhibition; 240,000 compounds, 0.54% hits; P46063; RECQ1 DNA unwinding, red fluorescence kinetic read; Potency, µM (titrated, usually from 57.3 µM), for the others: top-dose activity, negative = inhibition, most hits filed as inhibitors;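 also: plate controls were vehicle for no effect and no enzyme for full effect; nearly all actives have a fitted effect of over 30% in size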
Target sequence (P46063 whole entry, looked up): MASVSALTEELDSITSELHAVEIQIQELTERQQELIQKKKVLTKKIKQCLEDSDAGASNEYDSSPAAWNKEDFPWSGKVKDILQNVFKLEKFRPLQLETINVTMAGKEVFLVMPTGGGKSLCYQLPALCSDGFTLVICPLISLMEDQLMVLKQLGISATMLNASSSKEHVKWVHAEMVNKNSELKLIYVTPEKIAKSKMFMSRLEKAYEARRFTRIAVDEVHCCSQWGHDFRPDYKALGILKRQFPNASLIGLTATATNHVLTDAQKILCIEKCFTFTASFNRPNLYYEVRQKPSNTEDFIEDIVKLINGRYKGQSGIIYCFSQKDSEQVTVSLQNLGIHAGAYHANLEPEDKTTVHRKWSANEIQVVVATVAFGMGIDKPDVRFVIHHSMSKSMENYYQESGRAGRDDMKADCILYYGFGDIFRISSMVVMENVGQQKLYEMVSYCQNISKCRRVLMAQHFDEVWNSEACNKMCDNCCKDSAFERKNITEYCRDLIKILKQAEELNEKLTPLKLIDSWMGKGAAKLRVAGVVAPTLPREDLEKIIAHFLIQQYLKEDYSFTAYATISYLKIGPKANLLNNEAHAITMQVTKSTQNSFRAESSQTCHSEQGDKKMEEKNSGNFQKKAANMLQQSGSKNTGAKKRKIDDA
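50 nM RECQ1T1 preincubated 15 min with compound in Tris pH 8.0 buffer with MgCl2, DTT, Tween-20 and 2.5 ug/ml poly(dI-dC); started with 200 nM TAMRA/BHQ-2 forked duplex and 2 mM ATP. Unwinding read as fluorescence (525/598 nm), two reads 2 h apart.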
Starred values were filed as active, the others as inactive; i = inactive; ? = inconclusive; . = not tested or not shown; [ ] = another dose, or the depositor's remark. Unless noted, calls follow the shape of the dose curve; as a rule, active = well fitted curve in the direction sought with a large enough effect; inconclusive = small, poorly fitted or top-dose-only effect, or another doubt; inactive = no such curve, though single readings can be large; an effect the other way counts as inactive or inconclusive. Potency is read from the fitted curve at half-maximal effect.

SMILES	Tau fluor cs	Tau fibril ThT	TR SRC2 fluor cs	TRb-SRC2 inh	Tau fibril FP	HTT cytoprotect	L3MBTL1 inh	RECQ1 inh
COc1ccc(CNC(=O)COCc2cc(-c3ccc4c(c3)OCO4)on2)cc1	-1%	-4%	7%	-2%	-8%	.	.	.
Cc1ccc2cccc(NC(=S)NC(=O)c3ccccc3)c2n1	?	-14%	-1%	4%	-11%	-28%	-8%	-15%
CC(=O)Nc1ccc(S(=O)(=O)N2CCC(c3nc4ccc(C)cc4[nH]3)CC2)cc1	-20%	-2%	2%	6%	?	-12%[10 µM]	-4%	i
COc1ccc(-c2nc3c(c(SCC(=O)N(C)c4ccccc4)n2)Cc2cc(C)ccc2O3)cc1	-8%	-5%	2%	4%	-3%	.	.	.
CCC(=O)Nc1nc2c(c(=O)[nH]1)CCCC2	1%	1%	-2%	-1%	2%	-12%[10 µM]	9%	-2%
Cc1cccc(-c2nc(CS(=O)CC(=O)NC3CCCC3)c(C)o2)c1 (configuration not stated)	-9%	?	-1%	-14%	-4%	-20%	.	-6%
O=C(Cn1c(=O)oc2cc(S(=O)(=O)N3CCCCC3)ccc21)NCc1ccc(Cl)cc1	-13%	-3%	-12%	0%	-13%	.	.	.
COc1cccc(-c2nn(C)c3sc(C(=O)N4CCN(c5cccc(C(F)(F)F)c5)CC4)cc23)c1	-18%	-8%	0%	-1%	-2%	.	.	.
Cc1ccc2c(c1)c1c(n2CC(O)Cn2nc(C)c(Br)c2C)CCCC1 (configuration not stated)	4%	4%	0%	8%	6%	-81%[inhibitor][10 µM]	.	-2%
O=C(Nc1ccc(O)c(-c2nc3ccccc3s2)c1)C1=COCCO1	?	?	1%	4%	?	7%[10 µM]	5%	-1%
CC(Oc1ccc(Br)cc1)C(=O)NCc1ccccn1 (configuration not stated)	-2%	-3%	0%	6%	2%	-11%	2%	25%
COc1ccccc1C(=O)N1CCN(c2cccc(Cl)c2)CC1	-10%	-7%	-5%	-4%	4%	-1%	-1%	-1%
Cc1nc2c(ccc3nc(NC(=O)Cc4cccc5ccccc45)sc32)s1	?	-8%	0%	5%	?	.	5%	7%
CCCCOc1ccc(C(=O)N/C(=C/C=C/c2ccccc2)C(=O)NCCCO)cc1	-2%	0%	-1%	-3%	-2%	0%[10 µM]	-5%	4%
COc1ccc(N/C=C/C(=C(C#N)C#N)N(C)C)cc1	-1%	-5%	0%	2%	9%	-2%[10 µM]	3%	?
O=C(c1ccc(Cl)cc1)c1oc2ccccc2c1CS(=O)c1ccc(Cl)cc1 (configuration not stated)	2%	-10%	-6%	-3%	-11%	-22%	31%[activator]	0%
COc1ccc(C(C)=O)cc1CSc1nc(NCc2ccccc2)c2ccccc2n1	-20%	-10%	4%	8%	4%	.	.	.
Cc1cnc(C(=O)Nc2nnc(C3CC3)s2)cn1	-4%	-13%	-5%	-15%	0%	-17%	8%	-3%
COc1ccc(Cl)cc1NC(=O)COC(=O)CCCN1C(=O)c2ccccc2C1=O	-25%	-8%	0%	-10%	-1%	12%[10 µM]	?	11%
O=C(NCc1ccccc1)c1cccc(S(=O)(=O)NCc2ccccc2)c1	-6%	-1%	-30%	-3%	0%	-15%[10 µM]	7%	-4%
CCS(=O)(=O)N1CCC(C(=O)NCCCOC)CC1	2%	8%	-1%	3%	2%	0%	-7%	3%
CCOc1ccc(NC2c3ccccc3C(=O)N2Cc2ccco2)cc1 (configuration not stated)	-3%	2%	-2%	4%	7%	-3%	-41%	-5%
Cc1ccc(NC(=O)Cn2cnc3cc([N+](=O)[O-])ccc3c2=O)cc1	?	-20%	-5%	8%	0%	-1%[10 µM]	-6%	-8%
C=CCOC(=O)C(=O)/C=C/c1coc2ccccc2c1=O	11%	-15%	0%	-10%	?	13%[10 µM]	1%	18%
O=C(Nc1cc(Cl)ccc1O)C1CCCO1 (configuration not stated)	-2%	-5%	0%	3%	0%	22%[0.074 µM]	9%	-3%
Following part
SMILES	Tau fluor cs	Tau fibril ThT	TR SRC2 fluor cs	TRb-SRC2 inh	Tau fibril FP	HTT cytoprotect	L3MBTL1 inh	RECQ1 inh
COc1ccc(O)c(/C=N/NC(=O)c2cc(=O)[nH]c3ccccc23)c1	-21%	-8%	-5%	-5%	?	4%[10 µM]	?	-5%
COc1ccccc1N1CCN(CC(O)COc2ccc3c(c2)OCO3)CC1 (configuration not stated)	0%	-8%	2%	-10%	-3%	-34%[inhibitor]	-2%	-1%
CC1CCN(C(=O)Cn2cc(SCC(=O)NCc3ccccc3Cl)c3ccccc32)CC1	-8%	-5%	-1%	-10%	1%	.	.	.
CC(CN1CCOCC1)OC(=O)c1cccc(Br)c1 (configuration not stated)	-7%	-2%	1%	9%	6%	?	.	-7%
O=C(/C=C/c1ccc(Br)o1)NCCCN1CCOCC1	-17%	?	10%	-4%	-12%	-11%	.	-1%
CCn1ccc2cc(OC)ccc2c1=S	2%	?	-3%	-14%	-5%	2%	12%	7%
O=C(CSc1nnc(CNC(=O)c2cccs2)o1)NCCc1ccccc1	0%	-1%	-3%	4%	-4%	7%[10 µM]	-6%	2%
Cc1nn(-c2ccccc2)c2nc(=O)n(-c3ccccc3)cc12	1%	-7%	1%	0%	-1%	-12%[10 µM]	0%	-4%
Cc1oc(-c2ccccc2)nc1C(=O)Nc1nccs1	-6%	-20%	1%	-7%	3%	-22%[10 µM]	-7%	-5%
COc1ccc(NC(=S)NC2CCN(Cc3ccccc3)CC2)cc1OC	-10%	-5%	-1%	13%	4%	?	-7%	i
COc1cccc(OC)c1-c1nn2c(-c3ccco3)nnc2s1	-2%	-11%	5%	5%	1%	-36%	-17%	?
COc1ccc(N2CCN(C(=O)CCc3c(C)nc4c(-c5ccccc5)c(C)nn4c3C)CC2)cc1	?	?	-3%	-5%	-8%	.	.	.
COc1ccc(-c2nn(-c3ccccc3)cc2/C=C/C(=O)OCC(=O)Nc2ccc(C#N)cc2)cc1	?	-9%	-1%	3%	?	-6%[10 µM]	13%	-7%
COC(=O)C1CCN(C(=O)CN2C(=O)NC(CCc3ccccc3)C2=O)CC1 (configuration not stated)	-1%	-2%	-5%	-7%	2%	-2%	.	2%
CN1CCN(NC(=O)c2ccc(Cl)cc2Cl)CC1	1%	3%	-2%[53 µM]	-2%[53 µM]	7%	-1%[10 µM]	33%[activator]	-2%
COc1ccccc1NC(=O)CC1C(=O)NCCN1C(=O)Nc1ccccc1 (configuration not stated)	-9%	-7%	3%	5%	-3%	1%	.	4%
COC(=O)c1cn(C(=O)c2cc(C)cc(C)c2)c2ccccc12	-9%	-11%	0%	3%	-6%	-2%[10 µM]	8%	i
COCCCN1Cc2cccc(C(=O)O)c2C1=O	-5%	-1%	3%	-20%	1%	-10%	.	-10%
O=S1(=O)CC/C(=N\Nc2ccc(F)cc2)c2ccsc21	?	?	-1%	3%	-1%	-16%	-26%	-9%
COC(=O)C1=C(C)NC2=C(C(=O)c3ccccc32)C1c1cccc(OC)c1 (configuration not stated)	-12%	.	-1%	-3%	12%	8%[10 µM]	.	-12%
COc1ccc(C2=NCC(CSc3nccc(=O)[nH]3)S2)cc1 (configuration not stated)	-3%	?	2%	0%	4%	-27%	-1%	0%
O=C(Cc1cccs1)Nc1nnc(-c2ccccc2)s1	4%	10%	0%	-10%	-1%	.	6%	-10%
CCOc1cc(NC(=O)c2ccco2)c(OCC)cc1NC(=O)CCC(=O)NCc1cccnc1	-9%	?	1%	-19%	7%	12%[10 µM]	-16%	-4%
CC(C)(C)C1CCC(OC(=O)CN2CCCCC2)CC1 (configuration not stated)	-7%	-11%	-3%	3%	9%	13%[10 µM]	5%	-3%
Cc1cc(C)cc(NS(=O)(=O)c2ccc3c(c2)CCCN3C(=O)C2CCC2)c1	-24%	-15%	2%	-6%	3%	.	.	.

Pulled by structure from the entries so far:
SMILES	Tau fluor cs	Tau fibril ThT	TR SRC2 fluor cs	TRb-SRC2 inh	Tau fibril FP	HTT cytoprotect	L3MBTL1 inh	RECQ1 inh
O=C(CSc1nnc(CNC(=O)c2cccs2)o1)NCCc1ccccc1	0%	-1%	-3%	4%	-4%	7%[10 µM]	-6%	2%
COc1ccccc1C(=O)N1CCN(c2cccc(Cl)c2)CC1	-10%	-7%	-5%	-4%	4%	-1%	-1%	-1%
CCOc1cc(NC(=O)c2ccco2)c(OCC)cc1NC(=O)CCC(=O)NCc1cccnc1	-9%	?	1%	-19%	7%	12%[10 µM]	-16%	-4%

(cont.)
SMILES	Tau fluor cs	Tau fibril ThT	TR SRC2 fluor cs	TRb-SRC2 inh	Tau fibril FP	HTT cytoprotect	L3MBTL1 inh	RECQ1 inh
Cn1nc(C(=O)OCCN2C(=O)c3ccccc3C2=O)c2ccccc2c1=O	0%	-3%	0%	-3%	1%	1%	.	12%
COc1cc(/C=C/C(=O)N2c3ccccc3Sc3ccc(C(F)(F)F)cc32)cc(OC)c1OC	-17%	-10%	0%[53 µM]	1%[53 µM]	-11%	-3%[10 µM]	-7%	-6%
CCS(=O)(=O)c1ncc(Cl)c(C(=O)NCc2ccccc2)n1	-2%	?	-25%	-1%	1%	.	.	.
Cn1sc(NC(=O)c2ccccc2Cl)nc1=O	1%	7%	0%	-16%	2%	-28%	2%	-6%
OC(CNCc1cccc(Br)c1)c1ccccc1 (configuration not stated)	4%	3%	-1%	8%	-2%	-46%	-4%	i
CCCNC(=O)OC[C@@H]1O[C@H](CCO/N=C(\C)CCN2CCc3nc(CC)c(CC)cc3C2)C=C[C@@H]1Oc1ccc(OC)cc1	-5%[11.6 µM]	-16%[11.5 µM]	-5%[11.2 µM]	-3%[11.2 µM]	7%[11.6 µM]	4%[10 µM]	.	i[11.5 µM]
Cc1ccc(C(=O)c2cc3ccccc3o2)cc1	-12%	?	0%	-15%	-4%	-41%[inhibitor]	25%	-5%
COc1ccc(CNC(=O)c2cc3c(s2)-c2ccccc2OC3)cc1	-28%	-10%	-5%	20%	?	.	.	.
C=C1c2ccccc2O[C@H](C(=O)OCC)[C@@H]1C1CCCCC1 (tested in a mixture with another compound)	-8%[81.3 µM]	?	-2%	7%	-6%[81.3 µM]	-37%[inhibitor]	.	-5%[81.1 µM]

A portion of the library; the hit share may differ from the screen's.
